HTR2A ag: agonists of mouse serotonin 5-HT2A receptor (HTR2A) | P35363 | CHO-K1 mHTR2A beta-arrestin complementation, luminescence; percent of 30 µM serotonin response | activation, % at 7.6 µM | actives 0.66% (n = 360,000) | AID 624169;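 active = activation above a run cutoff, the mean activation of all tested compounds plus 3 SD, cut at about 14% in these data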;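 note: 0% = plate median of compound wells and 100% = 30 µM serotonin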
Target sequence (P35363 whole entry, looked up): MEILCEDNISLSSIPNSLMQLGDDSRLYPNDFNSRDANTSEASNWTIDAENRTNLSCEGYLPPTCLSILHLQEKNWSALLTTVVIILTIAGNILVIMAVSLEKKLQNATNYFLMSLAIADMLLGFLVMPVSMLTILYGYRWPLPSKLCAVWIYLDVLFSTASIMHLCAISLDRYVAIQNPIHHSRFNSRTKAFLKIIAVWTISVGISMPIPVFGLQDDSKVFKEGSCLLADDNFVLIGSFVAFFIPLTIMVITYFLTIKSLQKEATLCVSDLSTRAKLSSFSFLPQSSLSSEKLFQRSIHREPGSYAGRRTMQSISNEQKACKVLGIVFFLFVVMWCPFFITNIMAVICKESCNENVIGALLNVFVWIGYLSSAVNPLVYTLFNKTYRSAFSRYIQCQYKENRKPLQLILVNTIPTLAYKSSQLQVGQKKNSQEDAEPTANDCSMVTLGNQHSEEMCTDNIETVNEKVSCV
iPSC survival up: increases survival of single human iPS cells; AID 602274; survival enhancement, % at 20 µM; actives 0.044% (n = 360,000); hiPSC single-cell survival, ATPlite luminescence; 100% = ROCK inhibitor wells, 0% = DMSO; in the data active = survival enhancement above about 18%;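 note: cells exposed to compounds for 16 hours before the ATP read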
aDG glyco up: alpha-DG glycosylation activation. Pro5-aDG cells, alpha-DG glycosylation AlphaScreen (IIH6); 0% Pro5, 100% B10-LARGE cell signal. activation, % at 10 µM. actives 0.22% (n = 360,000). AID 624168;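 active = activation of at least 8% versus controls, or a plate z-score of at least 8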;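 note: Pro5 are CHO cells carrying HIG-tagged alpha-DG that lacks glycosylation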
PDI inh: blocks human protein disulfide isomerase activity; P07237; PDI insulin aggregation turbidity, A650, 90 min; inhibition, % at 10 µM; actives 0.052% (n = 350,000);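 active = mean inhibition across replicates of 30% or more, whatever share of single replicates reach that level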;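 note: absorbance from insulin aggregation driven by PDI reduction with DTT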
Target sequence (P07237 whole entry, looked up): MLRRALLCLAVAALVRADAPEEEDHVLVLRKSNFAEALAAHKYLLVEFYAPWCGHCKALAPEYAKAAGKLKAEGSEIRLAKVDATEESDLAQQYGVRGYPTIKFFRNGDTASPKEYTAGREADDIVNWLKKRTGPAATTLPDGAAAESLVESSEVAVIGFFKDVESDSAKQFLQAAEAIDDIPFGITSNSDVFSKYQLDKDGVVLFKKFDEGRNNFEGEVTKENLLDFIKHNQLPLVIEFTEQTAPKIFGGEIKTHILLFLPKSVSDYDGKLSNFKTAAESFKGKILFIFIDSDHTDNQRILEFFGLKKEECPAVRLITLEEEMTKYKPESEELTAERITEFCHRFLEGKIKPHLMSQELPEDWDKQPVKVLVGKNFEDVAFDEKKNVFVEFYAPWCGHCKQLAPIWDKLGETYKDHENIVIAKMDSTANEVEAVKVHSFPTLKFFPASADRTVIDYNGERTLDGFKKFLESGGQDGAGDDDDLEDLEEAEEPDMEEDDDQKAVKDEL
ABCB6 inh 2: human ABCB6 transporter inhibition | Q9NP58 | K562-ABCB6 porphyrin accumulation, flow cytometry, 1 h; active compounds read low | fluorescence ratio to DMSO, % at 10 µM | actives 0.19% (n = 360,000) | AID 602162;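 active = fluorescence ratio to DMSO below 75%, the collection mean minus 3 SD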;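 note: signal is porphyrin accumulated inside mitochondria; 100% equals median channel fluorescence of DMSO control wells; lower ratio means ABCB6 inhibition with less porphyrin fluorescence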
Vif inh: inhibitors of HIV Vif; actives 0.35% (n = 340,000); inhibition, % at 7.49 µM; AID 602346; HEK293T cells, Vif self-association by quenched fluorescence, imaging, 24 h; in the data active = inhibition above about 50%, passing the limit was not always enough; note: some results filed as inactive read as strong as hits
Cardio protect: myocardial damage modulation in H9c2 cells; H9c2 cardiomyocytes, H2O2 injury protection, ATPLite, 2 h; protection from H2O2 cell death, % at 20 µM; actives 0.63% (n = 360,000); AID 588492;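 active = compounds giving at least 50% protection of heart cells from peroxide-induced death in the single-dose screen, raw or plate-pattern-corrected value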;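 note: 0% = DMSO wells with peroxide and 100% = DMSO wells without peroxide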
Exocytosis inh: blocks lytic granule exocytosis. TALL-104 LAMP-1 surface exposure, flow cytometry; cells stimulated with thapsigargin and PMA. inhibition, % at 10 µM. actives 0.66% (n = 360,000);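 active = inhibition above about 55%, limit read from the data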
CaV13 FRET inh: Primary screen for inhibitors of IQ motif and Ca2+-dependent inactivation inhibitor domain binding in CACNA1D, Förster resonance energy transfer in living cells, … | HEK cells, CFP/YFP FRET ICDI-IQ, plate reader, 10 min; percent FRET-ratio fall versus neutral wells | inhibition, % at 12.3 µM | actives 0.098% (n = 340,000);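 active = mean replicate inhibition of at least 30% and at least 1% of replicates passing that level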;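 note: 0% = median of the neutral control wells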
N-glyco inh: blocks N-linked glycosylation in D54 reporter cells; D54 ERlucT glycosylation luciferase reporter, 24 h; percent of 100 nM tunicamycin response; reporter increase, % at 12.5 µM; actives 0.23% (n = 360,000);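 active = mean luciferase reporter signal, scaled so untreated is 0 and the glycosylation-blocking control 100, at or above a set limit in every replicate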;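 note: luciferase carries N-glycosylation sites so blocking glycosylation raises the light; 0% = median of neutral control wells and 100% = median of 100 nM tunicamycin wells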
* = called active by the depositor.

For CN(C(=O)c1cccc(NC(=O)Cc2cccc(NC(=O)C3CCCN(C(=O)C4CC4)C3)c2)c1)C1CCC1 (centres undefined) the results were HTR2A ag -2, iPSC survival up -1.6, aDG glyco up -0.1, PDI inh 1, ABCB6 inh 2 94, Vif inh -9, Cardio protect -1, Exocytosis inh -1, CaV13 FRET inh -5 and N-glyco inh 1.
For O=C(CCc1nc2ccccc2c(=O)[nH]1)N1CCCc2ccccc21 the results were HTR2A ag -2, iPSC survival up 0.1, aDG glyco up 0.0, PDI inh 7, ABCB6 inh 2 100, Vif inh -9, Cardio protect 67*, Exocytosis inh -4, CaV13 FRET inh -4 and N-glyco inh -5.
Screening O=C(O)/C(=C\c1cn(-c2ccccc2)nc1-c1cccnc1)NC(=O)c1ccccc1 returned HTR2A ag 3, iPSC survival up 0.3, aDG glyco up 0.1, PDI inh -6, ABCB6 inh 2 97, Vif inh -2, Cardio protect 10, Exocytosis inh 53, CaV13 FRET inh -4 and N-glyco inh 0.
Screening Cc1cc(N2CCOCC2)ncc1[N+](=O)[O-] returned HTR2A ag 0, iPSC survival up -0.4, aDG glyco up 0.0, PDI inh 1, ABCB6 inh 2 100, Vif inh -21, Cardio protect 4, Exocytosis inh -5, CaV13 FRET inh -5 and N-glyco inh 0.
Screening C=C(C)C(=O)Nc1ccc(NC(C)C)cc1 returned HTR2A ag -2, iPSC survival up -0.8, aDG glyco up -0.1, PDI inh -14, ABCB6 inh 2 92, Vif inh -18, Cardio protect 10, Exocytosis inh 6, CaV13 FRET inh -3 and N-glyco inh 0.
Screening Cc1ccc(-c2ccnc(=S)[nH]2)cc1 returned HTR2A ag 15*, iPSC survival up -1.1, aDG glyco up 0.1, PDI inh -2, ABCB6 inh 2 106, Vif inh 5, Cardio protect 6, Exocytosis inh 3, CaV13 FRET inh -7 and N-glyco inh 2.
O=C(Nc1ccc(F)cc1)N1CCN(C/C=C/c2ccccc2)CC1 was read as HTR2A ag -9, iPSC survival up -0.9, aDG glyco up 0.4, PDI inh 2, ABCB6 inh 2 100, Vif inh -1, Cardio protect -6, Exocytosis inh -1, CaV13 FRET inh -3 and N-glyco inh 1.
O=C(NCCN1CCC(n2c(=O)[nH]c3ccccc32)CC1)c1ccccc1Cl was read as HTR2A ag -8, iPSC survival up -1.0, aDG glyco up -0.1, ABCB6 inh 2 98, Exocytosis inh 4 and CaV13 FRET inh -6.
For CCN(CC(=O)NCc1cccs1)C(=O)c1cccc(Cl)c1 the results were HTR2A ag -1, iPSC survival up -0.2, aDG glyco up 0.0, PDI inh -1, ABCB6 inh 2 90, Vif inh 12, Cardio protect 3, Exocytosis inh 1, CaV13 FRET inh -3 and N-glyco inh 1.
Screening O=C(CN1CCN(C(=O)c2cccc(S(=O)(=O)N3CCCC3)c2)CC1)Nc1cccc(F)c1 returned HTR2A ag -1, iPSC survival up 0.1, aDG glyco up 0.4, PDI inh -1, ABCB6 inh 2 96, Vif inh -9, Cardio protect 6, Exocytosis inh 0, CaV13 FRET inh -6 and N-glyco inh 3.
Screening O=C(NCc1cccs1)C1CCCN(c2nc3ccccc3o2)C1 (centres undefined) returned HTR2A ag -1, iPSC survival up -1.1, aDG glyco up 0.0, PDI inh -13, ABCB6 inh 2 98, Vif inh -4, Cardio protect 0, Exocytosis inh 5, CaV13 FRET inh -5 and N-glyco inh 2.
Screening O=C(O)CN(Cc1ccccc1)S(=O)(=O)c1ccc(F)cc1 returned HTR2A ag 1, iPSC survival up -1.1, aDG glyco up 0.0, PDI inh -1, ABCB6 inh 2 100, Vif inh 4, Cardio protect 3, Exocytosis inh 1, CaV13 FRET inh -5 and N-glyco inh 2.
For O=C(CN(c1ccccc1Cl)S(=O)(=O)c1ccccc1)NCc1ccccc1 the results were HTR2A ag 0, iPSC survival up -0.1, aDG glyco up 1.1, PDI inh -6, ABCB6 inh 2 100, Vif inh 4, Cardio protect 0, Exocytosis inh 1 and N-glyco inh -3.
Cc1ccc(-c2nc3sc4c(c3c(=O)n2N)CC(C)(C)OC4)cc1 was read as HTR2A ag 2, iPSC survival up 0.4, aDG glyco up 0.3, PDI inh 0, ABCB6 inh 2 102, Vif inh -3, Cardio protect 0, Exocytosis inh -5 and N-glyco inh -2.
`C/C(=N\OCc1nc2ccccc2c(=O)n1/N=C/c1cc([N+](=O)[O-])ccc1O)c1ccccc1` gave HTR2A ag -1, iPSC survival up -0.7, aDG glyco up 0.2, PDI inh -3, ABCB6 inh 2 101, Vif inh -4, Cardio protect 1, Exocytosis inh -3, CaV13 FRET inh -2 and N-glyco inh -3.
Screening CNC(=O)CC1C(=O)N(c2ccc(F)cc2)C(=S)N1NC(=O)c1ccc(Br)cc1 (centres undefined) returned HTR2A ag 0, iPSC survival up 0.1, aDG glyco up 0.1, PDI inh -7, ABCB6 inh 2 99, Vif inh -7, Cardio protect -3, Exocytosis inh -39, CaV13 FRET inh -19 and N-glyco inh 0.
For COc1cc(/C=C2/C(=N)N3C=CSC3=NC2=O)ccc1OCCOc1ccc(NC(C)=O)cc1 the results were HTR2A ag 1, iPSC survival up 0.3, aDG glyco up 0.3, PDI inh 15, ABCB6 inh 2 101, Vif inh 61*, Cardio protect 44, Exocytosis inh -14, CaV13 FRET inh -5 and N-glyco inh 0.
`COc1cccc(OCCCn2cc(/C=C3/C(=N)N4C=C(C)SC4=NC3=O)c3ccccc32)c1` gave HTR2A ag -3, iPSC survival up -1.3, aDG glyco up -0.1, PDI inh 1, ABCB6 inh 2 109, Vif inh -7, Cardio protect 3, Exocytosis inh -1, CaV13 FRET inh -32 and N-glyco inh -2.
For CCOC(=O)[C@]12CCCC=C1N(Cc1cccc3ccccc13)C(=O)[C@H](CC(=O)NCc1ccc(C)o1)C2 the results were HTR2A ag -1, iPSC survival up -0.9, aDG glyco up 0.1, ABCB6 inh 2 93, Exocytosis inh -1 and CaV13 FRET inh -4.
`CC1(C(=O)NS(=O)(=O)c2cccc(OC(F)F)c2)CCN1C(=O)Cc1ccccc1` (centres undefined) gave HTR2A ag 3, iPSC survival up -4.0, aDG glyco up -0.5, PDI inh 7, ABCB6 inh 2 96, Vif inh 0, Cardio protect 2, Exocytosis inh -1, CaV13 FRET inh -5 and N-glyco inh -1.
For Nc1nc(Nc2ccc(Cl)cc2)n[nH]1 the results were HTR2A ag 3, iPSC survival up 0.4, aDG glyco up -0.1, PDI inh 0, ABCB6 inh 2 93, Vif inh 9, Cardio protect 10, Exocytosis inh 2, CaV13 FRET inh -3 and N-glyco inh -1.
For O=C(/C=C/c1ccccc1)NC(=S)Nc1ccc(CN2CCOCC2)cc1 the results were HTR2A ag 1, iPSC survival up 0.1, aDG glyco up 0.7, PDI inh -8, ABCB6 inh 2 94, Vif inh -5, Cardio protect 1, Exocytosis inh 3, CaV13 FRET inh -14 and N-glyco inh -1.
`C#CCOCCOCCOCCNc1nc(N2CCN(C(=O)C(Cc3cc4ccccc4[nH]3)n3cc(C(N)C(C)CC)nn3)CC2)nc(N2CCN(C(=O)C(Cc3cc4ccccc4[nH]3)n3cc(C(N)C(C)CC)nn3)CC2)n1` (centres undefined) gave iPSC survival up -0.7, aDG glyco up -0.1, PDI inh 55*, ABCB6 inh 2 100, Vif inh -6, Cardio protect -1, Exocytosis inh -7 and N-glyco inh -1.
Cc1ccc(C(C)C)c(OCC(=O)NNC(=O)CC2OC(=O)c3ccccc32)c1 (centres undefined) was read as HTR2A ag -1, iPSC survival up 0.9, aDG glyco up -0.4, PDI inh -6, ABCB6 inh 2 98, Vif inh 6, Cardio protect -6, Exocytosis inh -1, CaV13 FRET inh -7 and N-glyco inh 0.
Screening COC(=O)Cc1ccc(NC(=S)NCc2ccc(OC)cc2)cc1 returned HTR2A ag -2, iPSC survival up 1.8, aDG glyco up -0.1, PDI inh -8, ABCB6 inh 2 98, Vif inh -3, Cardio protect -7, Exocytosis inh 1, CaV13 FRET inh -5 and N-glyco inh 1.
For CCN(CC(=O)NCc1ccc(Cl)cc1)C(=O)CSc1ccccc1F the results were HTR2A ag -6, iPSC survival up -0.4, aDG glyco up 1.7, PDI inh 0, ABCB6 inh 2 99, Vif inh -4, Cardio protect -4, Exocytosis inh 4, CaV13 FRET inh -5 and N-glyco inh 1.
For COc1ccc(C(=O)N[C@H]2COC(C)(C)O[C@H]2c2ccccc2)cc1 the results were HTR2A ag 0, iPSC survival up -2.1, aDG glyco up 0.1, PDI inh 7, ABCB6 inh 2 96, Vif inh 16, Cardio protect -5, Exocytosis inh 0, CaV13 FRET inh 1 and N-glyco inh 0.
COc1ccc(C2(C(=O)N3CCC(n4nc(-c5ccccc5)oc4=O)CC3)CC2)cc1 was read as HTR2A ag 6, iPSC survival up -0.2, aDG glyco up 0.0, PDI inh -4, ABCB6 inh 2 99, Vif inh 3, Cardio protect 0, Exocytosis inh 2 and N-glyco inh -3.
CCCOc1ccc(CSC2=NCCN2)cc1[N+](=O)[O-] was read as HTR2A ag 7, iPSC survival up 1.2, aDG glyco up -0.1, PDI inh 13, ABCB6 inh 2 97, Vif inh -4, Cardio protect -4, Exocytosis inh 0, CaV13 FRET inh -6 and N-glyco inh 1.
For Cc1ccc(S(=O)(=O)N(CC(=O)NCC2CCCO2)C2CCCCC2)cc1 (centres undefined) the results were HTR2A ag 8, iPSC survival up -0.2, aDG glyco up 0.0, PDI inh -7, ABCB6 inh 2 95, Vif inh -5, Cardio protect 2, Exocytosis inh 10, CaV13 FRET inh -3 and N-glyco inh -1.
`OC1c2cc(Br)ccc2N=C2CCCCCN21` (centres undefined) gave HTR2A ag -1, iPSC survival up 1.4, aDG glyco up 0.0, PDI inh 0, ABCB6 inh 2 97, Vif inh -10, Cardio protect -6, Exocytosis inh 18, CaV13 FRET inh -6 and N-glyco inh 0.
COC(=O)c1ccc2c(=O)n(NC(C)=O)c(=S)[nH]c2c1 was read as HTR2A ag 6, iPSC survival up -0.9, aDG glyco up -0.2, PDI inh 7, ABCB6 inh 2 108, Vif inh 6, Cardio protect -1, Exocytosis inh -2, CaV13 FRET inh -3 and N-glyco inh 2.
Cc1ccccc1NC(=O)Cn1c(=O)n(CC2CCCO2)c(=O)c2ccccc21 (centres undefined) was read as HTR2A ag 0, iPSC survival up 0.3, aDG glyco up -0.1, PDI inh -1, ABCB6 inh 2 94, Vif inh 9, Cardio protect 5, Exocytosis inh -4, CaV13 FRET inh -5 and N-glyco inh 2.
Screening COCCc1nnc(NC(=O)Cc2ccccc2)s1 returned HTR2A ag 0, iPSC survival up -1.6, aDG glyco up 0.3, PDI inh 2, ABCB6 inh 2 96, Vif inh -2, Cardio protect 6, Exocytosis inh 2 and N-glyco inh 2.

Two entries drawn at random from the list so far, as already listed:
Screening C=C(C)C(=O)Nc1ccc(NC(C)C)cc1 returned HTR2A ag -2, iPSC survival up -0.8, aDG glyco up -0.1, PDI inh -14, ABCB6 inh 2 92, Vif inh -18, Cardio protect 10, Exocytosis inh 6, CaV13 FRET inh -3 and N-glyco inh 0.
Screening Cc1ccc(-c2ccnc(=S)[nH]2)cc1 returned HTR2A ag 15*, iPSC survival up -1.1, aDG glyco up 0.1, PDI inh -2, ABCB6 inh 2 106, Vif inh 5, Cardio protect 6, Exocytosis inh 3, CaV13 FRET inh -7 and N-glyco inh 2.

Rows were taken by chance; any-hit rate near 3.1%.
